# LMPTP block – LMPTP (human) inhibition; recombinant LMPTP-A, OMFP fluorogenic substrate, fluorescence intensity; inhibition, % at 20 µM; actives 0.22% (n = 360,000);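 active = compounds that cut the enzyme signal by at least half of the control window in the single-dose screen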;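 also: plate controls were DMSO wells with enzyme plus substrate for no effect and substrate without enzyme for full effect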
#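 Test system – LMPTP-A phosphatase enzyme · Quantity – 0.625 nM LMPTP-A final · Reagent – OMFP substrate, 400 µM final · Dosing – one test concentration per compound, 20 µM, with 3% DMSO overall · Timing – 50 min enzyme reaction at room temperature, protected from light · Detection – fluorescence intensity · Controls – substrate-only low control, DMSO enzyme-plus-substrate high control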
# TbMetRS inhib – Trypanosoma brucei MetRS inhibition; purified T. brucei MetRS, ATP depletion, Kinase-Glo luminescence; inhibition, % at 11.9 µM; actives 0.4% (n = 360,000); AID 624268;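 active = inhibition above a per-plate cutoff of the control wells' mean inhibition plus 3 SD, cut at about 5.5% in these data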;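 also: 0% = DMSO wells median and 100% = median of wells with control inhibitor compound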
#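 Material: T. brucei methionyl-tRNA synthetase, purified; reagent: substrates ATP, L-methionine and bulk Escherichia coli tRNA; dosing: 11.9 µM single point; timing: 15 min plus 2 h at 25 °C; detection: luminescence of leftover ATP; evaluation: % inhibition; control set: DMSO-only wells as low control; replicates: singlicate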
# DNMT1 block – DNMT1 (human) enzyme inhibition; P26358; DNMT1 molecular beacon, Hinp1I cleavage, fluorescence; inhibition (reported as % activation of signal), % at 10 µM; actives 0.83% (n = 360,000); in the data active = inhibition above about 50%
# CSN inh – blocks human CSN-mediated cullin deneddylation; inhibition, % at 12.5 µM; Purified CSN, SCF-Nedd8-OG deneddylation, fluorescence polarization; actives 0.38% (n = 360,000); Q92905;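 active = pattern-corrected inhibition above about 35%, with an unprinted fluorescence ratio check between 0.5 and 1.5, limit read from the data, passing the limit was not always enough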;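 also: 0% = enzyme with substrate and 100% = substrate without enzyme; some results filed as inactive read as strong as hits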
#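 Assay system: HEK293T-derived human Csn5 enzyme; quantity: 0.24 nM enzyme; medium: Tris/NaCl/DTT buffer, pH 7.5; also added: substrate SCFSkp2-Nedd8OG, 10 nM; doses: 12.5 µM compound; schedule: 90 min reaction at room temperature; signal: FP; read-out: % inhibition of substrate cleavage by Csn5; benchmarks: substrate-only high control, full reaction low control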
# SUMO1 PPI mod – alters human SUMO1 binding to SIM partners | actives 0.33% (n = 360,000) | SUMO1 binding to a labelled peptide, TR-FRET, 1 h | inhibition, % at 20 µM; in the data active = inhibition above about 37%
# Scp1 inh – inhibitors of human Scp-1 phosphatase | actives 0.88% (n = 340,000) | Recombinant Scp1, phosphopeptide, malachite green phosphate absorbance | inhibition, % at 20 µM | Q9GZU7 | AID 493091;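 active = inhibition above about 50% at 20 µM, limit read from the data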;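 also: plate controls were DMSO wells with enzyme for no effect and wells lacking enzyme for full effect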
# Target sequence (Q9GZU7 76-261 limits assumed): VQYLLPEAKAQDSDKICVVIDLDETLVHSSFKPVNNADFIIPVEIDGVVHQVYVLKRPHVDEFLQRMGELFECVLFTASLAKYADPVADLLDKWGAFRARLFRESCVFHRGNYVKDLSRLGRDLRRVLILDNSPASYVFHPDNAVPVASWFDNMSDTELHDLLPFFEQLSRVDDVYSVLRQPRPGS
#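 Assay system: SCP-1 catalytic fragment, aa 76-261 | Buffer or medium: Tris acetate buffer pH 5.5 with MgCl2 and Tween-20 | Compound: One concentration, 20 µM, with 1.0% DMSO | Also added: Phospho 17-mer peptide substrate | Signal: Absorbance at 630 nm | Incubation: 45 min enzyme reaction at room temperature | Measure: % inhibition of SCP-1 phosphate liberation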
# STEP block – inhibitors of human striatal-enriched phosphatase STEP; P54829; recombinant STEP, OMFP fluorogenic substrate, fluorescence; inhibition, % at 20 µM; actives 0.25% (n = 360,000); AID 588621;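 active = inhibition at 20 µM, scaled per plate between control wells, above about 37%, limit read from the data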;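 also: 0% = DMSO with enzyme and substrate and 100% = substrate only without enzyme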
# Target sequence (P54829 whole entry, looked up): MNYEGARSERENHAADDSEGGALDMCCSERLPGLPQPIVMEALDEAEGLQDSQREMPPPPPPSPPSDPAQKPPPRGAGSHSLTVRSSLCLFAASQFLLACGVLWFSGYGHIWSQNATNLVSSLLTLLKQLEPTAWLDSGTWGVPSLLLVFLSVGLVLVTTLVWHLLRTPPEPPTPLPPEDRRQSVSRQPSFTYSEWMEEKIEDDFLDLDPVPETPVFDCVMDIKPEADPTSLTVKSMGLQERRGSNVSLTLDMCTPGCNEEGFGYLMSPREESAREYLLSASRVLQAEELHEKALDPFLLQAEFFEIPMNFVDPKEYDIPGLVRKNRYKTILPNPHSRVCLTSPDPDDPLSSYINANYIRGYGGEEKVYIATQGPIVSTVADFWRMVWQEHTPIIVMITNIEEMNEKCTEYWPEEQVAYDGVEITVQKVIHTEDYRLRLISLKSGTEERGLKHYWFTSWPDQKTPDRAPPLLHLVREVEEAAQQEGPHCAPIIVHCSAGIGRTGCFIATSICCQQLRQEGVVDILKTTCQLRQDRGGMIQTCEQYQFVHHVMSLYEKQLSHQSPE
#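 Also added – OMFP at 25 µM · Test system – STEP tyrosine phosphatase · Technique – FITC-channel fluorescence of OMFP product · Schedule – 20 min at room temperature, dark · Evaluation – control-normalized % inhibition with plate pattern correction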
# MsrA inhibitor – bovine MsrA inhibition; purified bovine MsrA, absorbance read-out; inhibition, % at 15.5 µM; actives 0.75% (n = 360,000); in the data active = inhibition above about 4.5%;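 also: 0% = vehicle wells with enzyme and 100% = reference inhibitor wells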
# NadD block – blocks S. aureus nicotinate mononucleotide adenylyltransferase | purified NadD enzyme, colorimetric absorbance read-out | inhibition, % at 20 µM | actives 0.78% (n = 360,000) | AID 602399; in the data active = inhibition above about 26%; also: some compounds past the cut are filed as inactive
# Rpn11 block – Rpn11 (human) deubiquitinase inhibition. human 26S proteasome, Ub4-pepOG fluorescence polarization; 20S core pre-blocked with epoxomicin. calls only at 20 µM. actives 0.59% (n = 360,000). AID 588493;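 active = inhibition at 20 µM, scaled to each plate's controls, above about 33%, limit read from the data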
# Target sequence (O00487 whole entry, looked up): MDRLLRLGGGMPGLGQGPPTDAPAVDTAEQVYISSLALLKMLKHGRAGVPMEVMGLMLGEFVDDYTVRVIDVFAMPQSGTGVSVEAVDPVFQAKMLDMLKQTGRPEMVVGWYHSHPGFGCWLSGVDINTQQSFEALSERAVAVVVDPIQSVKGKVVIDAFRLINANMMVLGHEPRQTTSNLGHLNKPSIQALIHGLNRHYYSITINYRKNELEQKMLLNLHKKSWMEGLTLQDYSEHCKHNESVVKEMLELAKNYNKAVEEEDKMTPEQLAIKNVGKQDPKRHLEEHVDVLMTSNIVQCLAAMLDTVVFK
# * = called active by the depositor; i = inactive; . = not tested or not shown; + = active, no number. This is a random part of the collection (roughly 3.9% active in at least one column).
structure,CSN inh,Scp1 inh,TbMetRS inhib,LMPTP block,NadD block,SUMO1 PPI mod,MsrA inhibitor,Rpn11 block,STEP block,DNMT1 block
CCOC(=O)Cc1csc(N/C(=N/S(=O)(=O)c2cc(Br)ccc2OCC)c2ccccc2)n1,4,-8,0.2,0.1,3,9,3.0,i,0,-3
O=C(O)c1oc2ccc(Br)cc2c1-n1cccc1,-3,-7,-1.1,-0.8,5,6,1.1,i,-1,1
O=C(O)C1CC=CCC1C(=O)Nc1cccc(C(=O)N2CCCCC2)c1 (stereo not drawn),-1,-4,-0.3,-0.6,-3,2,0.7,i,-1,1
CCOC(=O)C(NC(=O)N(C)C)(Nc1sc(C)c(CC)c1C#N)C(F)(F)F (stereo not drawn),1,-4,0.4,0.1,-7,1,2.4,i,3,11
CC1Cc2ccccc2N1Cc1cccc(S(=O)(=O)N(C)C)c1 (stereo not drawn),-1,-16,0.4,2.0,-4,2,-1.4,i,0,-5
CCOC(=O)c1ccc(NC(=O)CCC(=O)NCc2ccco2)cc1,2,-2,-0.6,-0.9,3,2,-0.7,i,2,2
COC(=O)c1ccccc1NC(=O)Nc1ccc(Cl)cn1,-5,13,-0.6,0.7,-1,-2,1.0,i,0,-2
Cc1c(Cl)c([N+](=O)[O-])nn1CC(=O)NCC(C)C,-2,4,-0.6,0.4,-1,-10,0.9,i,1,1
Cc1sc2nc(SCC(N)=O)n(-c3ccccc3)c(=O)c2c1C,-3,-10,0.4,-0.2,-5,7,0.1,i,9,1
COc1ccc(-n2cnnc2SCC(=O)Nc2cccc(S(N)(=O)=O)c2)cc1,2,-4,1.2,-0.7,1,2,-1.8,i,4,0
CCCn1c(=O)c2ccccc2n2c(SCc3nnc(-c4ccccc4Br)o3)nnc12,2,-12,0.3,-0.4,5,2,0.5,i,0,2
O=S(=O)(Nc1nc2ccccc2nc1Cl)c1ccccc1C(F)(F)F,4,-5,0.8,-0.8,-1,5,1.6,i,-1,2
CCOC(=O)c1ccc(Nc2nc(C)cc(C)c2C#N)cc1,0,-1,0.7,2.1,-8,5,0.8,i,0,-4
COc1ccc(CN(C)C(=O)CCc2ccc(S(=O)(=O)N3CCCCCC3)cc2)c(OC)c1,8,-7,-0.3,2.9,1,14,-0.5,i,0,-6
COC(=O)c1sc2ncn(CC(=O)NCCc3ccc(OC)c(OC)c3)c(=O)c2c1C,3,-1,-1.0,0.2,3,1,-0.6,i,-3,2

# By substructure, the entries above with a thiophene ring, fused or not (three)
structure,CSN inh,Scp1 inh,TbMetRS inhib,LMPTP block,NadD block,SUMO1 PPI mod,MsrA inhibitor,Rpn11 block,STEP block,DNMT1 block
CCOC(=O)C(NC(=O)N(C)C)(Nc1sc(C)c(CC)c1C#N)C(F)(F)F (stereo not drawn),1,-4,0.4,0.1,-7,1,2.4,i,3,11
Cc1sc2nc(SCC(N)=O)n(-c3ccccc3)c(=O)c2c1C,-3,-10,0.4,-0.2,-5,7,0.1,i,9,1
COC(=O)c1sc2ncn(CC(=O)NCCc3ccc(OC)c(OC)c3)c(=O)c2c1C,3,-1,-1.0,0.2,3,1,-0.6,i,-3,2

# (more compounds)
structure,CSN inh,Scp1 inh,TbMetRS inhib,LMPTP block,NadD block,SUMO1 PPI mod,MsrA inhibitor,Rpn11 block,STEP block,DNMT1 block
Cc1ccc(S(=O)(=O)N2CCOCC2)cc1NC(=O)COC(=O)c1ccc(Cl)nc1,-2,7,-0.4,-1.5,-3,1,-0.4,i,0,8
CC(C)(C)N1CC23C=CC(C[C@@H]2C1=O)O3 (stereo partly drawn),0,-5,-0.2,-1.0,4,-4,-1.0,i,0,3
Cc1cc(N2Cc3ccccc3C2)ccc1C=O,8,-11,-1.7,-1.3,12,-1,2.2,i,0,5
Cc1ccc(NC(=O)CCC(=O)NNS(=O)(=O)c2ccccc2)cc1C,-14,-10,0.0,-1.5,-3,3,-0.1,i,1,1
CCCOc1ccc(/C(O)=C2\C(=O)C(=O)N(CCCOC)C23C(=O)N(C)c2ccccc23)cc1 (stereo not drawn),5,1,0.2,-1.2,1,1,2.0,i,-2,2
CCOC(=O)c1[nH]c2c(c1-c1ccccc1)C(=O)CC(c1ccc(OCC)cc1)C2 (stereo not drawn),0,-7,5.2,-1.5,7,3,0.9,i,1,1
CC1CCCC(NC(=O)C2N(CCCN3CCCC3)C(=O)C3C(C(=O)Nc4cccc(Cl)c4)C4C=CC32O4)C1C (stereo not drawn),-3,-6,-1.1,-0.5,-21,4,0.1,i,-7,-1
Cc1ccc(-c2ccc(CCC(=O)O)n2NC(N)=S)cc1,-2,2,-1.3,-1.0,-1,-6,0.7,i,-3,10
COc1ccc(OC)c(/C=N/n2c(COc3ccccc3)n[nH]c2=S)c1,-4,3,1.3,-2.3,3,-9,1.7,i,-1,2
CN(CCO)Cc1csc2ccc(Br)cc12,2,-11,-0.1,-1.4,-8,-2,0.1,i,-4,-1
CCOc1ccccc1N(CC(=O)Nc1ccccc1)S(=O)(=O)c1ccccc1,0,-9,-0.4,1.2,-2,9,-0.2,i,1,-2
Cc1cccc(C)c1NC(=O)NC1(C(=O)NCCCN2CCOCC2)CCCCC1,4,-7,-0.9,-2.8,-3,-1,-0.8,i,-2,1
COc1ccc(C(=O)O)c(OC)n1,5,-4,1.2,-0.8,-5,6,1.0,i,-1,0
O=C(O)Cc1ccc(NS(=O)(=O)c2ccc3ccccc3c2)cc1,1,-4,-1.2,0.0,-4,-2,-1.3,i,-2,-2
COc1ccc(C)cc1S(=O)(=O)N(CC(=O)N1CCCC1)c1ccccc1,4,-3,-0.4,-0.4,2,-2,-0.6,i,6,5
O=C(NC1CSC/C1=N\O)c1ccccc1 (stereo not drawn),-1,-5,0.4,-0.6,1,-2,0.2,i,-2,-2
O=C(N[C@H]1CCC(=O)N(CCSc2ccc(Br)cc2)CC1)OCc1ccccc1,-2,-4,-0.3,1.6,-11,1,0.1,i,4,-3
COc1ccc(S(=O)(=O)N2CCOCC2)cc1NC(=O)Cc1ccc(Cl)c(Cl)c1,-9,-16,0.7,1.2,-6,1,-0.6,i,14,-8
CC1(C)c2[nH]c3ccccc3c2C[C@H]2C(=O)N(CCCCCO)CC(=O)N21,1,-2,-0.8,-1.3,3,1,0.4,i,-2,1
CN(Cc1ccccc1O)CC1CCCN(CCc2ccc(Cl)cc2)C1 (stereo not drawn),7,4,-0.2,6.1,-10,2,1.5,i,-4,0
CCOC(=O)c1c(-c2cccs2)csc1NC(=O)CSc1ncn[nH]1,-3,-4,-0.2,0.7,3,6,.,i,3,-16
CCCCCCCC(=O)NN=C1CCN(Cc2ccccc2)CC1,-2,-5,0.0,-0.5,2,-1,0.6,i,-2,-8
O=C(c1cc(-c2ccc3c(c2)OCO3)on1)N1CCOCC1,0,-1,-0.7,-1.5,-1,-3,0.1,i,2,2
C=CCn1c(C)cc(C(=O)COC(=O)C2CC(=O)N(CCc3ccc(OC)c(OC)c3)C2)c1C (stereo not drawn),-1,-3,-0.5,0.4,-2,-2,0.9,i,-3,0
Cc1cc(C(=O)OCC(=O)NCCc2ccccc2)c(C)o1,-2,-2,0.1,-0.8,-5,-1,-0.5,i,-1,-1
CC(=O)c1c(O)cc(=O)n(-c2ccccc2)c1-c1cccc2ccccc12,1,12,-0.2,2.4,3,-5,0.1,i,4,0
CC(=O)Nc1ccc(S(=O)(=O)NC2(C(F)(F)F)NC(=O)N(C3CCCCC3)C2=O)cc1 (stereo not drawn),-6,-4,-0.1,-1.0,4,1,1.2,i,2,-2
Cc1c(Cl)cccc1-c1ccc(C(=O)N2CCN(c3ccc([N+](=O)[O-])cc3)CC2)o1,2,-18,-0.3,6.4,-3,-3,-0.4,i,10,-6
CC(=O)OC(C(=O)NC1CCCCC1)c1ccc(C)cc1 (stereo not drawn),-1,-2,-0.9,-0.9,-5,-1,1.3,i,0,3
CC(CC(=O)Nc1cccc(Cl)c1)c1ccccc1 (stereo not drawn),-6,-2,-0.7,0.7,-5,-3,0.1,i,-3,28
COc1ccccc1-n1cnc2c(c1=O)c1nc3ccccc3nc1n2-c1ccc(C)cc1,47*,87*,-0.4,4.8,-2,-4,-0.1,+,2,-6
COc1ccc(C(c2nnnn2Cc2ccccc2)N2CCN(c3nc4ccccc4s3)CC2)cc1OC (stereo not drawn),6,-5,-0.4,2.0,1,-2,-0.4,i,1,-7
CCc1nc2c(OCCC3CCCCC3)cccn2c1N(C)C(=O)c1ccncc1,-1,.,0.0,-0.5,1,6,0.1,i,2,4
COc1cccc(C(NC(C)=O)c2nc(-c3ccccc3C)cs2)c1 (stereo not drawn),-3,.,0.0,-0.9,-2,3,-2.0,i,1,1
O=C(Nc1ccccc1)Nc1cccc(Cl)c1Cl,1,-10,0.1,2.0,-2,7,1.0,i,-3,15
Cc1c(NC(=O)c2cc3nc(-c4ccc(Cl)cc4)cc(C(F)(F)F)n3n2)c(=O)n(-c2ccccc2)n1C,5,1,-0.5,-2.2,18,-11,-0.8,i,1,0
O=S(=O)(c1ccc(Nc2ccc3c(c2)OCO3)nc1)N1CCOCC1,4,3,0.0,0.2,-1,1,2.3,i,-1,-22
c1ccc(OCCCn2nnc(-c3ccc(N4CCOCC4)cc3)n2)cc1,-1,-9,-1.4,-0.5,0,0,0.8,i,-2,5
O[C@H]1c2ccccc2[C@H](Cc2cncs2)[C@@H]1Br,-1,0,-0.1,-1.2,0,-1,-0.1,i,-2,-10
COc1ccc(Nc2ccc(Cl)cc2)c(C(=O)O)c1,-1,-5,0.5,-1.6,-5,0,1.9,i,-4,0
O=S(=O)(NC1CCCCC1)c1cccc(-c2nnc(-c3ccccc3)o2)c1,-1,-11,-0.9,1.1,-8,7,0.7,i,4,-9
Cc1c(Cl)cccc1NS(=O)(=O)c1ccccc1,0,-5,-0.3,0.7,-2,4,1.1,i,-2,3
Cc1nnc(Nc2ccc(Cl)cc2)n(N)c1=O,0,-6,0.3,-2.2,-2,0,1.5,i,1,4
